FLuc act counter: FLuc activators, initial screening, artefact control for FLuc-dependent activation tests, biochemical, ATPlite luminescence | Luciferin 4-monooxygenase (Photinus pyralis), P08659 | ATPlite luciferase biochemical, 10 min; 0 = ATP-free wells, 1 = DMSO control | activation factor at 10 µM | 200,000 tested, under 10 active;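 active means luciferase activation factor, scaled between plate controls, of at least 2 with compound at 10 µM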
Target sequence (P08659 whole entry, looked up): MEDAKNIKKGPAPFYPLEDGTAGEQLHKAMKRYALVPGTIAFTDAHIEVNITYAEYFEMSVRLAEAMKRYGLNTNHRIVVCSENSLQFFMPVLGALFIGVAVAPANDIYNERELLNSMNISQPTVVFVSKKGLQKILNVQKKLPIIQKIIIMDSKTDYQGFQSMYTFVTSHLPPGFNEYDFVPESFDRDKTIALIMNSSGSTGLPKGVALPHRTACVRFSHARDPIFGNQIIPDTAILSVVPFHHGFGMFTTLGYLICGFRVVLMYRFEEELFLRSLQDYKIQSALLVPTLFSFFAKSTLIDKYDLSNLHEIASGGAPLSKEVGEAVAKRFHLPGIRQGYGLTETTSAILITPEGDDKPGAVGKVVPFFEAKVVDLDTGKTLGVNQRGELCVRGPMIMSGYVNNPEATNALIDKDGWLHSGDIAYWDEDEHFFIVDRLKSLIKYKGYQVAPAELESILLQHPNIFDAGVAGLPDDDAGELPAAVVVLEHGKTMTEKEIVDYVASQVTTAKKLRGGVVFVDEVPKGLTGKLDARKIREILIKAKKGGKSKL
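Material: Luciferase/luciferin reagent mix; Doses: test compounds dosed from 2 mM stocks in 100% DMSO; Schedule: 10 min incubation after luciferase reagent addition, room temperature; Measured by: luminescence from luciferase reaction; Read-out: luminescence gain marking luciferase activators.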
PMI act hi M6P: human PMI activators, high substrate, primary screen, biochemical, fluorescence intensity, near-saturating mannose 6-phosphate. activation factor at 20 µM. actives 0.34% (n = 190,000). coupled PMI enzyme assay, resazurin fluorescence, 20 min; active compounds read high; 1 = untreated enzyme, 0 = substrate-free blank. Mannose-6-phosphate isomerase (Homo sapiens), P34949;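 active means activation factor of 2 or more at 20 µM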
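test system = human PMI in coupled enzyme assay | medium = HEPES-buffered pH 7.4 with magnesium and detergent | also added = 1.0 mM mannose-6-phosphate substrate with 0.22 mM NADP+ | compound = 20 µM single dose | times = 20 min incubation at room temperature | measured by = resorufin fluorescence (Ex 544/Em 590 nm) from resazurin via diaphorase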
TNAP act hi DEA: TNAP activators at high phosphate acceptor level, primary screen, biochemical, luminescence, uHTS; Alkaline phosphatase, tissue-nonspecific isozyme (Homo sapiens), P05186; purified TNAP, CDP-star luminescence, 1 M DEA, 30 min; active compounds read high; 0 = EDTA background, 1 = DMSO-only activity; activation factor at 20 µM; 200,000 tested, under 10 active; AID 1136, 2008;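 active means activation factor at least 2 at 20 µM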
Target sequence (P05186 whole entry, looked up): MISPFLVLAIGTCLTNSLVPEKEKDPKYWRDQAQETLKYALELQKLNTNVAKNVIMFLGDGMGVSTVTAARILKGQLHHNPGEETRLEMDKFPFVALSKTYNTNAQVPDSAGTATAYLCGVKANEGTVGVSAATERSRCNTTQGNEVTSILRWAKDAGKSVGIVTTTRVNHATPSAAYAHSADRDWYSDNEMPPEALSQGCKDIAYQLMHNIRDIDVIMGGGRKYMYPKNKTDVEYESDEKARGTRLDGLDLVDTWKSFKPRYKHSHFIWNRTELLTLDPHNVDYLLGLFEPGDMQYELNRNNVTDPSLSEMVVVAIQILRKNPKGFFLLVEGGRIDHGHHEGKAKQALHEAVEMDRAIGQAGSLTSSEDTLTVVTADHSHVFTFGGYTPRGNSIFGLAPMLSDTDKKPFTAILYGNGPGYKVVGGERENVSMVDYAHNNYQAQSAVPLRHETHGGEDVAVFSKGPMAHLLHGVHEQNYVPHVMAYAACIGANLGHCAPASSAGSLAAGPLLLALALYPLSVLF
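Assay system: human TNAP; Input: enzyme diluted 1/800 final; Reagent: CDP-star luminogenic substrate at 100 µM final; Timing: 30 min, room temperature; Signal: luminescence; Evaluation: TNAP activation factor scaled between EDTA and DMSO control wells.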
Diaph inh CS: diaphorase inhibitors and chemical oxidizers, primary screen, counter-screen for diaphorase-coupled primary assays, biochemical, uHTS, resorufin fluorescence; diaphorase resazurin-to-resorufin fluorescence, NADH, 16 min; bacterial (C. kluyveri) enzyme, not human; inhibition, % at 20 µM; actives 0.69% (n = 190,000); AID 1217, 2008;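 active means primary screen inhibition at 20 µM above a set limit, cut at about 50% in these data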;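 further: plate controls were DMSO with full reaction for no effect and wells lacking NADH for full effect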
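Test system: bacterial diaphorase enzyme (C. kluyveri); Quantity: 0.14 U/mL diaphorase, enzyme working solution; Times: reaction incubation of 16 min at room temperature; Measured by: fluorescence of resorufin formed from resazurin, Ex 544/Em 590 nm; Benchmarks: positive control minus NADH, DMSO neutral control.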
G6PDH CS: L. mesenteroides G6PDH inhibitors, counter-screen for G6PDH-coupled screening assays, biochemical, Leuconostoc mesenteroides enzyme | AID 1020, 2008 | Purified L. mesenteroides G6PDH, diaphorase/resazurin coupled fluorescence, 45 min | inhibition, % at 5 µM | actives 0.12% (n = 200,000); in the data active means inhibition above about 50%
TNAP inh hiacc: human TNAP enzyme inhibitors, primary screen, biochemical, luminescent, high phosphate acceptor level, uHTS; inhibition, % at 20 µM; actives 0.03% (n = 200,000); purified TNAP, CDP-star luminescence, 1 M DEA; AID 1135, 2008; Alkaline phosphatase, tissue-nonspecific isozyme (Homo sapiens), P05186;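 active means over 50% inhibition of tissue-nonspecific alkaline phosphatase at 20 µM in the single-dose screen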;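 further: plate controls were DMSO wells for no effect and EDTA-quenched wells as full inhibition for full effect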
TNAP inh noacc: human TNAP enzyme inhibitors, primary screen, biochemical, luminescent, no phosphate acceptor, uHTS; Alkaline phosphatase, tissue-nonspecific isozyme (Homo sapiens), P05186; purified TNAP, CDP-star luminescence, 30 min; inhibition, % at 20 µM; actives 0.26% (n = 200,000); AID 1012, 2008;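 active means tissue-nonspecific alkaline phosphatase inhibition above about 50% at 20 µM in the single-dose screen, limit read from the data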;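 further: 0% = DMSO negative control and 100% = EDTA positive control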
Diaph act CS: compounds boosting diaphorase resazurin reduction – biochemical, uHTS, resorufin fluorescence, counter-screen for diaphorase-coupled primary assays, primary screen. Diaphorase/resazurin coupled assay, 16 min; active compounds read high; 1 = vehicle wells, 0 = NADH-free wells. activation factor at 20 µM. actives 0.005% (n = 190,000). AID 1229, 2008;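 active means diaphorase activity raised at least twofold by the compound at 20 µM; inactive means activation factor below 2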
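Material: bacterial diaphorase enzyme (C. kluyveri); amount: enzyme 0.07 U/mL final; reagent: NADH substrate 0.114 mM plus resazurin dye 0.1 mM, final; doses: single compound dose of 20 µM, 1% DMSO final; timing: 16 min enzyme reaction, ambient temperature; measured by: fluorescence of resorufin, 544 nm excitation, 590 nm emission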
Efa HMGR inh: inhibitors of E. faecalis class II HMGR, primary screen, biochemical, Enterococcus faecalis; HMG-CoA reductase (Enterococcus faecalis, mvaE); purified E. faecalis HMGR, NADPH absorbance 340 nm kinetic; inhibition, % at 10 µM; actives 0.41% (n = 190,000);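 active means inhibition above a set limit, the median over all tested compounds plus 3 SD, cut at about 9.5% in these data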;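 further: enzyme runs in reverse so mevalonate oxidation gives rising NADPH absorbance; 0% = complete reaction with DMSO and 100% = background rate lacking mevalonate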
PMI activator: activators of human PMI, primary screen, biochemical, fluorescence intensity, near-Km mannose 6-phosphate. Mannose-6-phosphate isomerase (Homo sapiens), P34949. purified human PMI, coupled resazurin fluorescence, 20 min; active compounds read high; 1 = vehicle control, 0 substrate-free wells. activation factor at 20 µM. actives 0.005% (n = 190,000);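 active means activation factor of 2 or more at 20 µM, relative to plate controls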
Starred values were filed as active, the others as inactive; . = not tested or not shown.

compound,FLuc act counter,PMI act hi M6P,TNAP act hi DEA,Diaph inh CS,G6PDH CS,TNAP inh hiacc,TNAP inh noacc,Diaph act CS,Efa HMGR inh,PMI activator
COc1ccc(-c2noc(CCC(=O)N3CCN(Cc4ccccc4)CC3)n2)cc1,1,1,1.1,6,6,-8,-13,0.9,-2,1
O=C(c1ccc(S(=O)(=O)NCc2ccco2)cc1)N1CCN(Cc2ccc3c(c2)OCO3)CC1,1.1,1.1,1,0,2,-1,-5,1,-1,1
Cc1cc(NC(=O)CCCn2cnc([N+](=O)[O-])n2)no1,1,0.9,1,17,2,-4,-12,0.8,1,1
CCc1nc(NCc2ccco2)c2oc3ccccc3c2n1,1.1,1.4,1,11,1,-5,-15,0.9,4,1.3
CC(C(=O)Nc1ccccc1)N(C)CCOc1ccc(Br)cc1 (stereo not drawn),1,1,1,4,-2,-1,-8,1,2,1
O=C(O)CCc1nn2c3ccccc3n(CC(=O)c3ccccc3)c2nc1=O,1,1.1,1.1,7,-1,-7,-17,0.9,-9,1.1
O=C(/C=C/c1ccccc1)NCC(=O)N/N=C\c1cccnc1,1.1,1,1,3,2,-4,-10,1,-5,1
COc1ccc(CCNC(=O)C2CCN(S(C)(=O)=O)CC2)cc1OC,1.1,1,1,-10,5,-3,-10,1.1,-8,1
CN(C)c1ccc(C2CC(=O)OC3=C2C(=O)CC(C)(C)C3)cc1 (stereo not drawn),1,0.8,1,19,0,-1,2,0.8,0,1.1
CN1C(=O)/C(=N\OC(=O)c2cccc3ccccc23)c2ccccc21,1,0.9,1,23,6,1,3,0.8,1,0.9
O=C(NCC(=O)N(c1cccnc1)C(C(=O)NC1CCCC1)c1ccc(F)cc1)c1ccco1 (stereo not drawn),1,1,1,1,1,-4,-8,1,-4,1
Cc1ccc(-c2c3c(=O)n(C)c(=O)n(C)c3cn2N2CCOCC2)cc1,1.1,1,1.1,10,5,-5,-9,0.9,1,0.9
CC12CCC(C(=O)N(CC3CO3)C1=O)C2(C)C (stereo not drawn),1,1,1,-2,3,-1,-5,1,-3,1
O=C(OCC(=O)N1N=C(c2ccc(Cl)cc2)CC1c1ccco1)c1ccco1 (stereo not drawn),1.1,0.8,1,30,-6,-3,-4,0.7,-5,0.9
N#C/C(=C\c1ccc(O)c(O)c1)C(=O)N1CCCC1,1,1,0.7,30,19,26,73*,0.7,-3,0.6

Fetched one by one from the list above, 2 records:
compound,FLuc act counter,PMI act hi M6P,TNAP act hi DEA,Diaph inh CS,G6PDH CS,TNAP inh hiacc,TNAP inh noacc,Diaph act CS,Efa HMGR inh,PMI activator
CC12CCC(C(=O)N(CC3CO3)C1=O)C2(C)C (stereo not drawn),1,1,1,-2,3,-1,-5,1,-3,1
Cc1cc(NC(=O)CCCn2cnc([N+](=O)[O-])n2)no1,1,0.9,1,17,2,-4,-12,0.8,1,1

Carrying on.
compound,FLuc act counter,PMI act hi M6P,TNAP act hi DEA,Diaph inh CS,G6PDH CS,TNAP inh hiacc,TNAP inh noacc,Diaph act CS,Efa HMGR inh,PMI activator
CC(C)(Sc1cc(C(C)(C)C)c(O)c(C(C)(C)C)c1)Sc1cc(C(C)(C)C)c(O)c(C(C)(C)C)c1,1.1,1,1.1,6,2,-5,-11,0.9,1,1
Cc1cc(=O)oc2cc(OC(C)C(=O)N3CCCc4ccccc43)ccc12 (stereo not drawn),1,1,1,12,-3,4,-4,0.9,-5,0.9
COc1ccc(-c2noc(-c3ccccc3Cl)n2)cc1OC,0.8,0.9,1,4,9,-4,-5,1,-2,0.9
N#Cc1cc(-c2ccccc2)oc1/N=C/c1ccccc1O,1,1,1,-5,18,-3,7,1.1,-1,0.8
O=C(/C=C/c1ccc(F)cc1)NC(Cc1c[nH]c2ccccc12)C(=O)O (stereo not drawn),1,0.9,1,17,0,-1,-10,0.8,-3,1
NS(=O)(=O)c1cccc(NC(=O)CCS(=O)(=O)c2ccc(Cl)cc2)c1,1.1,1,1,0,13,2,-2,1,1,1
CC(=O)c1cc(F)c(N2CCN(C(=O)Cc3ccccc3)CC2)cc1C,1,0.9,1,2,10,-1,-1,1,-3,0.9
Oc1ccccc1C1=Nc2ccccc2N=C(c2ccco2)C1,1.1,0.9,1,24,-8,-3,0,0.8,1,0.9
CC1(C#CC[N+]2(C)CCCCC2)CCC2C(O1)c1ccccc1OC2(C)C (stereo not drawn),1,0.7,1,48,7,-2,-11,0.5,-2,0
Cc1ccc2c(C)c(C(=O)Nc3c(C)n(C)n(-c4ccccc4)c3=O)oc2c1,1,0.9,1,16,8,-4,-10,0.8,-6,0.9
CCOc1ccc(C(=O)Nc2nncs2)cc1OCC,1,0.9,1,9,-18,-2,-2,0.9,-3,0.8
CC(C)(C)NC(=O)CN(C(=O)CS(=O)CC(=O)Nc1ccc(F)cc1)c1ccc(F)c(Cl)c1 (stereo not drawn),1.1,0.8,1.1,22,5,-5,0,0.8,-6,1
CSCCC(NC(N)=O)C(=O)NCC1CCCCC1 (stereo not drawn),1,0.9,1,10,-1,-3,-10,0.9,-2,0.9
CCOC(=O)/C(=C\c1ccc(OC(F)F)cc1)C1=Nn2c(nnc2-c2ccc(Cl)cc2)SC1,1,0.8,1,20,2,0,2,0.8,-7,0.8
c1ccc(N2CCN(c3nc(-c4cccs4)nc4ccccc34)CC2)cc1,1.1,1,1,10,0,2,-7,0.9,-1,0.7

Records listed above that bear a hit mark in TNAP inh noacc.
SMILES | PMI act hi M6P | TNAP act hi DEA | TNAP inh hiacc | TNAP inh noacc | Efa HMGR inh | PMI activator
N#C/C(=C\c1ccc(O)c(O)c1)C(=O)N1CCCC1 | 1 | 0.7 | 26 | 73* | -3 | 0.6

The results go on.
compound,FLuc act counter,PMI act hi M6P,TNAP act hi DEA,Diaph inh CS,G6PDH CS,TNAP inh hiacc,TNAP inh noacc,Diaph act CS,Efa HMGR inh,PMI activator
CCN(CC)c1ccc(NC(=O)Nc2ccccc2C(F)(F)F)cc1,0.9,0.5,1.1,13,11,-6,-12,0.9,-8,0.8
O=C(Cn1nc(-c2ccccc2)ccc1=O)NCC1COCCO1 (stereo not drawn),1.1,1,1,21,-2,-3,-10,0.8,2,1
Cn1c(CO)cnc1SCc1ccc(Cl)cc1,1,1,1.1,8,7,-7,-2,0.9,2,1
O=C(NC1CCCCC1)C(Cc1ccccc1)NS(=O)(=O)c1cccs1 (stereo not drawn),1.1,1.1,1,-6,7,-4,3,1.1,-2,1.1
CC(=O)NNc1nc(-c2ccccc2)cs1,1.1,2.4*,1,11,6,4,-4,0.9,1,1.7
COc1ccc(/C=N/NC(=O)COc2ccccc2-c2ccccc2)cc1,1,0.8,1,27,-28,-4,0,0.7,0,0.8
O=C(NCCC(=O)N1CCN(c2ncccn2)CC1)c1ccccc1,1,1.1,1,3,-1,-1,-9,1,0,1
Cc1cc(C)cc(-n2c(C)nc3cc(C(=O)O)ccc32)c1,1,1,1,4,-2,2,-1,1,-7,1.2
Cc1ccc(-n2ncc3c(NNC(=O)c4cccs4)ncnc32)cc1,1,1.1,1,1,4,0,-14,1,5,1
Cc1ccc2c(C)[nH]c(=O)cc2c1,1,0.9,1,10,4,1,-13,0.9,-6,0.9
COC(=O)C1=C(C(=O)c2ccc(C)cc2)C(c2ccc(O)c(OC)c2)n2nnnc2N1 (stereo not drawn),1.1,1.2,1,0,3,4,-7,1,1,1.1
c1ccc(Cn2nnnc2CN2CCCC2)cc1,1.1,1.3,1,3,10,-3,-4,1,-1,1.3
Cc1ccc(NC(=O)c2ccc(OC(=S)N3CCOCC3)cc2)cc1,1,0.9,1,10,2,-3,-11,0.9,5,0.9
CC12c3ccccc3C(c3ccccc31)C1C(=O)N(c3ccncc3)C(=O)C12 (stereo not drawn),1.1,.,1,.,5,1,0,.,-12,.
Cc1cccc(C)c1Nc1nnc(SCC(=O)c2ccc(Br)s2)s1,1.1,1,1,28,5,-4,-76,0.7,2,0.8
C=CCOc1ccc(/C=C2\C(=N)N3N=C(S(=O)(=O)CC)SC3=NC2=O)cc1OC,1,1.2,1,13,-6,-1,-12,0.9,-2,1.2
CC(NC(=O)CCc1nnc(-c2ccc(-c3ccccc3)cc2)o1)c1nc2ccccc2[nH]1 (stereo not drawn),0.9,0.7,1.1,22,16,-8,-9,0.8,-2,0.8
CC(C)Cc1cc(CN2CCCC(CO)(Cc3cccc(Cl)c3)C2)[nH]n1 (stereo not drawn),1.1,0.8,1.1,32,10,-10,0,0.7,-5,0.8
O=C(NCN1CCN(c2ccccn2)CC1)c1cnccn1,1,1,1,2,2,1,-8,1,1,1
O=C(CCCOc1ccccc1)Nc1ncccn1,1,1.2,1,-9,14,-3,-14,1.1,-3,1.2
CC(C)=CC(=O)OCC(=O)Nc1nc(C)c(Cl)cc1Cl,1.1,1.1,1.1,9,5,-8,-2,0.9,-1,1.1
O=C(CNc1cccc(Cl)c1)c1ccc(Cl)cc1,1.1,1.1,1,11,5,-2,-8,0.9,1,1.1
CCOc1cc(S(=O)(=O)NCc2ccccc2)ccc1F,1,1,1,10,3,-4,-10,0.9,1,0.9
Cc1ccc(C)c(N2CCN(S(=O)(=O)c3ccc4c(c3)oc(=O)n4C)CC2)c1,1.1,0.9,1.1,22,-6,-7,-13,0.8,-4,0.9
OCCC1CN(C2CCSCC2)CCN1C1CCCC1 (stereo not drawn),1.1,1,1,10,6,-2,-8,0.9,-1,1

Source: PubChem BioAssay
